# Screening data from PubChem.
# VLA-4 inh: inhibition in a human VLA-4 binding assay. P13612. VLA-4 expressing cells, ligand binding flow cytometry. inhibition, % (about 7 µM as worked out from the volumes in the protocol). hit rate 0.2% among 330,000. AID 2557; in the data active means inhibition above about 50%
# HCV core dimer: HCV core protein dimerization inhibition. AID 1899. inhibition, % at 5 µM. TR-FRET GST/Flag-core106 dimerization, 1536-well. hit rate 0.33% among 300,000;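 active means inhibition above the mean of all tested compounds plus 3 SD, set per screening campaign, cut at about 45% in these data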
#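 System: GST/Flag-tagged HCV core106 proteins. Incubation: compound-protein-antibody incubation 4 h at 22.5 °C. Technique: HTRF with 340 nm excitation, 617/671 nm emission. Medium: KF-containing HEPES buffer, pH 7.45, DTT, CHAPS, BSA. Read-out: inhibition (%) from 671 over 617 nm ratio. Also added: Eu(K)-anti-GST 90 ng/mL plus XL665-anti-Flag 1 µg/mL.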
# PP5 primary: PP5 (human) phosphatase inhibition | purified PP5c, OMFP substrate fluorescence | inhibition, % at 6.7 µM | hit rate 0.18% among 320,000 | AID 1987;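 active means inhibition above the campaign's mean inhibition across all tested compounds plus 3 SD, cut at about 9.5% in these data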;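 further: 0% = DMSO only and 100% = 100 µM cantharidin control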
# GRK2 inh: human GRK2 inhibition via aptamer displacement. P25098. bead flow cytometry, FAM-aptamer displacement from GRK2. inhibition of aptamer binding, % at 10 µM. hit rate 0.59% among 330,000. AID 488847;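 active means inhibition of aptamer binding above 40%, roughly 3 SD of noise, on plates passing a quality check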;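 further: median bead fluorescence of bound FAM aptamer so fluorescent compounds give negative values; no value below 0 was filed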
# Target sequence (P25098 whole entry, looked up): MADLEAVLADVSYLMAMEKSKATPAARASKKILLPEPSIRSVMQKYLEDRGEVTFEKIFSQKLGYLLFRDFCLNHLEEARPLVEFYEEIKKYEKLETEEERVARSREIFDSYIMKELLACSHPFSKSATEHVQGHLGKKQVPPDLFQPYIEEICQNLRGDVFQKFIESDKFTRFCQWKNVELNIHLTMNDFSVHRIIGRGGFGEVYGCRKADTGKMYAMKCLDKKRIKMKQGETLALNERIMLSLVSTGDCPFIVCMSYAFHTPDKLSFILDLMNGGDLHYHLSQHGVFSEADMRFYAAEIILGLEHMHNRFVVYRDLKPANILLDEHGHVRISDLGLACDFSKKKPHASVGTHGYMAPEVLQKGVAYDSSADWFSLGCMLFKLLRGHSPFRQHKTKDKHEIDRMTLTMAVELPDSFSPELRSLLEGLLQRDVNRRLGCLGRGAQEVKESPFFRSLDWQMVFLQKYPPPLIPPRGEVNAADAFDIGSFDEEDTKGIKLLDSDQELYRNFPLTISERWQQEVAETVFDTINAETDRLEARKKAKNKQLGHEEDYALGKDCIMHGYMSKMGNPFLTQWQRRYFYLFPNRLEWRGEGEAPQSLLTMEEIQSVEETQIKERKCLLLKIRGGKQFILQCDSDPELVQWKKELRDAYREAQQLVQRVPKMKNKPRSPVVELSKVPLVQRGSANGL
# procasp3 activ: procaspase-3 (human) activation; recombinant procaspase-3 D3A, Ac-DEVD-pNA absorbance 405 nm; activation, % at 8.5 µM; hit rate 0.11% among 330,000; AID 463141;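 active means activation above the mean of all tested compounds plus 3 SD, cut at about 21% in these data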;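 further: 0% = DMSO alone and 100% = DMSO wells spiked with extra 5 µM PC-3 D3A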
# Target sequence (P42574 whole entry D9A/D28A/D175A): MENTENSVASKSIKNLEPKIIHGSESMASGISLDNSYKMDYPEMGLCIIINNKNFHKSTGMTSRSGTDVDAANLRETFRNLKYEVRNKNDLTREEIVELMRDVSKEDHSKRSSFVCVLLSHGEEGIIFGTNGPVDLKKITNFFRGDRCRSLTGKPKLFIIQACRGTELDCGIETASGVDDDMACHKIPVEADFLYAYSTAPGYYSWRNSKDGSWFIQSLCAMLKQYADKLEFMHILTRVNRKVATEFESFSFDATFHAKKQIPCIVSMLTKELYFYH
#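 Test system: Procaspase-3 D3A mutant, all three cleavage aspartates alanine | Dosing: Single dose, 8.5 µM nominal compound, 0.8% DMSO | Schedule: 1 h preincubation, 2 h reaction | Technique: 405 nm absorbance of p-nitroaniline, reads at 0 and 120 min | Repeats: One well per compound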
# PP1 inh: blocks human PP1-alpha phosphatase, a PP5 counter-screen; AID 2235; purified PP1alpha, OMFP fluorescence; hit rate 0.9% among 320,000; P62136; inhibition, % at 6.7 µM;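 active means inhibition above the mean inhibition of all tested compounds plus 3 SD, computed separately for each screening campaign, cut at about 15% in these data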
# JMJD2C inh: inhibitors of human GASC-1 (JMJD2C) demethylase. Q9H3R0. GST-JMJD2C(1-420) H3K9me3 demethylation, DELFIA europium. inhibition, % at 2.35 µM. hit rate 0.069% among 330,000. AID 2099;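 active means more than half of a compound's replicate wells show inhibition beyond 50%, single wells judged on their own value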;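 further: signal counts dimethyl H3K9 product captured on neutravidin plate; 0% = median of DMSO wells and 100% = 0.3 times that DMSO median; strong numbers were not always called active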
# proCasp7 act: counter-screen: procaspase-7 (human) activation; recombinant procaspase-7, Ac-DEVD-pNA absorbance 405 nm; D23A/D198A/D206A triple mutant, cannot self-cleave; scale: DMSO 0, 5 µM enzyme 100; hit rate 0.093% among 330,000; AID 463210; P55210; activation, % at 8.5 µM;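 active means percent activation above the screen-wide mean plus 3 SD, cut at about 25% in these data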
#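 System: Uncleavable procaspase-7 mutant enzyme; Amount: 2 µM procaspase-7 mutant as dispensed; Schedule: 1 h compound preincubation, 2 h substrate cleavage, 25 °C; Measured by: 405 nm absorbance of p-nitroaniline; Evaluation: percent activation from buffer-corrected 0–120 min absorbance change; Control set: low DMSO alone, high DMSO plus 5 µM PC-7.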
# CTSL1 counter: counter-screen for PFM18AAP inhibitors: inhibitors of F. hepatica cathepsin L1; recombinant F. hepatica cathepsin L1, Z-Leu-Arg-MCA fluorescence; inhibition, % at 5.96 µM; hit rate 0.49% among 300,000; AID 1906;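 active means inhibition above the mean of all tested compounds plus 3 SD, set per screening campaign, cut at about 17% in these data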;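 further: 0% = plate median of test compound wells and 100% = 1 µM Z-Phe-Ala-diazomethylketone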
# Numbers without * were called inactive; i = inactive; / = not tested or not shown; & = joins results of further samples.
SMILES,VLA-4 inh,HCV core dimer,PP5 primary,GRK2 inh,procasp3 activ,PP1 inh,JMJD2C inh,proCasp7 act,CTSL1 counter
O=C(Nc1nnc(S(=O)(=O)N2CCCCC2)s1)c1ccccc1Br,-8,-10,-0.1,2,-10,-4,-3,9,8
Cn1c(N=Nc2ccccc2)nc2ccccc21,11,-2,2.4,1,1,1,-21,2,-3
O=C(CSc1ccc(-c2cccnc2)nn1)Nc1ccc(F)c(F)c1,14,7,-0.4,3,4,-2,2,6,0
COCCCn1c(SCc2cccc(OC)c2)nc2cc(OC)c(OC)cc2c1=N,-13,-19,6.9,0,5,2,-3,0,3
COc1ccc(OCc2n[nH]c(=S)n2Cc2ccco2)cc1,4,0,-1.6,3,-7,1,22,-16,-4
Cc1ccc(CNS(=O)(=O)c2c(C(=O)N3CCCCC3)c(C)n(C)c2C)cc1,16,-6,3.1,3,-7,0,-9,1,0
CCOc1ccc(NC(=O)NC(C)c2ccc3c(c2)OCO3)cc1 (configuration not stated),3,-7,5.4,0,-3,5,7,2,-4
COc1ccccc1N1CCN(Cc2cc(Br)c(O)c3ncccc23)CC1,3,-9,7.4,1,-34,9,-3,-28,-12
Cc1[nH]c2ccccc2c1CN1CCc2ccccc2C1,-44,8,1.5,0,3,2,-7,4,-1
Cc1cccc(NC(=S)NCC(c2cccnc2)N(C)C)c1C (configuration not stated),29,-10,1.5,0,-6,2,-5,1,-2
CCSc1nnc(NC(=O)C2C3CCC(C3)C2C(=O)O)s1 (configuration not stated),1,-1,0.7,3,1,-1,4,-2,-1
CCOC(=O)Cn1c(=O)cc(C)c2ccccc21,4,3,-0.7,4,-7,-4,12,3,-1
CCCS(=O)(=O)N1CCN=C1SCc1cccc(F)c1,13,0,-0.1,1,2,-4,-21,1,-2
c1ccc2c(-c3nnc4n3CCCCC4)c[nH]c2c1,3,-6,4.2,0,6,-6,3,-6,3
Cc1cc(Br)ccc1OCCCCN1CCCCC1,10,0,0.9,0,8,-1,13,10,-3
CN1CCN(CC(=O)N2CCn3c4c(c5cc(C6CCCCC6)ccc53)CCCC42)CC1 (configuration not stated),46,-10,1.1,0,-12,4,-3,0,0
O=C(COC(=O)CCS(=O)(=O)c1ccc(Cl)cc1)Nc1ncc(Cl)cc1Cl,9,6,0.2,1,7,-2,45&13,5,-37
COc1ccccc1Oc1ccc(N/C=C/C(=O)C(C)(C)C)cc1,8,-1,3.7,0,-1,0,-8,0,5
Cc1nc2nc(SCC(=O)NCc3ccco3)nn2c(C)c1Cc1c(F)cccc1Cl,3,15,2.7,0,-1,-2,-2,9,-2
CC1CCCN(C(=O)CCS(=O)(=O)c2ccc3c(c2)NC(=O)C(C)S3)C1 (configuration not stated),-1,-14,-0.7,4,-3,-4,2,-9,2
O=C(CO/N=C1\CCCc2nonc21)Nc1ccc(Br)cc1,-6,2,2.0,3,-1,2,-11,10,-3
Cc1cccc(C)c1NC(=O)N1CC(C)OC(C)C1 (configuration not stated),23,-3,5.9,1,-3,2,-2,6,-1
Cc1cc(C)c(C(=O)CSc2nnc(C)c(=O)[nH]2)cc1C,-4,-2,-2.1,0,-1,-3,0,11,1
C=CCn1c2ccccc2c2nn(C)c(=S)nc21,21,7,0.8,1,6,-1,1,5,5
c1cnn(-c2cncc(-n3cccn3)n2)c1,10,0,-1.8,2,4,-2,-9,5,3

# A stretch from the list above:
SMILES,VLA-4 inh,HCV core dimer,PP5 primary,GRK2 inh,procasp3 activ,PP1 inh,JMJD2C inh,proCasp7 act,CTSL1 counter
O=C(CSc1ccc(-c2cccnc2)nn1)Nc1ccc(F)c(F)c1,14,7,-0.4,3,4,-2,2,6,0
COCCCn1c(SCc2cccc(OC)c2)nc2cc(OC)c(OC)cc2c1=N,-13,-19,6.9,0,5,2,-3,0,3
COc1ccc(OCc2n[nH]c(=S)n2Cc2ccco2)cc1,4,0,-1.6,3,-7,1,22,-16,-4
Cc1ccc(CNS(=O)(=O)c2c(C(=O)N3CCCCC3)c(C)n(C)c2C)cc1,16,-6,3.1,3,-7,0,-9,1,0
CCOc1ccc(NC(=O)NC(C)c2ccc3c(c2)OCO3)cc1 (configuration not stated),3,-7,5.4,0,-3,5,7,2,-4
COc1ccccc1N1CCN(Cc2cc(Br)c(O)c3ncccc23)CC1,3,-9,7.4,1,-34,9,-3,-28,-12
Cc1[nH]c2ccccc2c1CN1CCc2ccccc2C1,-44,8,1.5,0,3,2,-7,4,-1
Cc1cccc(NC(=S)NCC(c2cccnc2)N(C)C)c1C (configuration not stated),29,-10,1.5,0,-6,2,-5,1,-2
CCSc1nnc(NC(=O)C2C3CCC(C3)C2C(=O)O)s1 (configuration not stated),1,-1,0.7,3,1,-1,4,-2,-1
CCOC(=O)Cn1c(=O)cc(C)c2ccccc21,4,3,-0.7,4,-7,-4,12,3,-1
CCCS(=O)(=O)N1CCN=C1SCc1cccc(F)c1,13,0,-0.1,1,2,-4,-21,1,-2
c1ccc2c(-c3nnc4n3CCCCC4)c[nH]c2c1,3,-6,4.2,0,6,-6,3,-6,3

# Remaining list, next part:
SMILES,VLA-4 inh,HCV core dimer,PP5 primary,GRK2 inh,procasp3 activ,PP1 inh,JMJD2C inh,proCasp7 act,CTSL1 counter
CC(OC(=O)c1ccccn1)C(=O)Nc1ccc(C(F)(F)F)cc1 (configuration not stated),-1,/,-0.3,6,4,-1,-6,5,/
O=C(C[C@@H]1C/C=C\C[C@@H](NC(=O)OCC2c3ccccc3-c3ccccc32)C(=O)OCCNC1=O)N[C@@H](CO)Cc1ccccc1,30,/,/,0,1,/,0,-3,/
Cc1cccc(NC(=S)N2CCN(C(=O)c3ccco3)CC2)c1C,4,-8,2.6,0,-3,4,-3,-10,-3
COc1ccc(S(=O)(=O)Nc2ccc3c(c2)C(=O)N([C@@H](C)CO)C[C@H](C)[C@H](CN(C)CC2CC2)O3)cc1,16,/,/,0,4,/,/,3,/
Cc1ccc(Cn2nnc3c(=O)n(CC(=O)c4ccccc4)cnc32)cc1,12,2,1.3,4,-6,3,6,6,2
COc1ccccc1NC(=S)NC(=O)c1ccc(-c2ccc(Cl)cc2)o1,0,5,4.1,4,4,2,5,13,3
CCOc1ccc(-n2c(C)cc(/C=N/N(C)C)c2C)cc1,-3,10,-0.5,0,-6,6,2,4,0
COc1ccc(-c2oc3ccc(-c4cc(OC)c(OC)c(OC)c4)cc3c2C(=O)c2ccc(OC)nc2)cc1,14,-11,-5.6,1,4,7,-13,-11,-7
CCN1CCN(C(=O)Nc2ccc(OC)cc2OC)CC1,1,1,4.0,0,-4,0,-3,-21,-4
Cc1ccc2c(C(=O)CN3CCC(C(N)=O)CC3)c(C)[nH]c2c1,-7,0,-0.7,1,5,2,6,1,5
COc1c(/C=N/NS(=O)(=O)c2ccc(C)cc2)c(CCN(C)C(C)=O)cc2c1OCO2,6,3,-0.9,2,1,1,2,1,-2
CC(CC(=O)OCC(=O)NCc1ccc(Cl)cc1)c1ccccc1 (configuration not stated),11,/,2.6,2,-1,-3,3,3,/
Cc1ccc(C(=O)OCC(=O)N(Cc2ccccc2)C(C)C)cc1C,-6,/,/,4,7,/,-2,2,/
Cc1cccnc1NC(=O)C12CCC(C)(C(=O)O1)C2(C)C (configuration not stated),11,0,0.3,1,-1,-3,-1,4,3
COc1ccc(CNC(=O)c2ccc(Cl)c(NC3=NC4CS(=O)(=O)CC4S3)c2)cc1 (configuration not stated),2,-3,-0.3,0,1,0,-3,5,-3
O=C(Nc1cccc2ccccc12)C1CCN(C(=O)NCc2ccccc2)CC1,-6,0,1.0,4,0,-9,i,-4,1
CCn1c(C)nc([N+](=O)[O-])c1Sc1ccc(F)cc1,10,-1,2.6,0,0,2,-4,-4,-2
COC(=O)c1cn(C(=O)c2ccc(C)cc2C)c2ccccc12,-10,1,-2.0,0,-3,-6,-9,-10,12
Cc1ccc(-c2nnc(Nc3ccc(C(=O)N(C)C)cc3)c3ccccc23)cc1S(=O)(=O)NCC1CCCO1 (configuration not stated),17,-3,0.7,1,-1,2,-1,-13,1
COc1ccc(Cn2nnnc2C(CC(C)C)N2CCC(C(N)=O)CC2)cc1 (configuration not stated),-4,-1,0.7,0,11,-2,0,0,-5
O=C1Nc2ccc(F)cc2C12SCCS2,-10,1,1.3,0,1,-3,4,8,3
Cc1ccc(CN(C)C(=O)c2cc(S(=O)(=O)N3CCOCC3)ccc2F)o1,22,/,/,3,-2,/,-1,1,/
N#Cc1c(NC(=S)NC(=O)C2CCCC2)sc2c1CCCCC2,2,-1,2.0,24,-8,2,-5,-8,2
O=C(CCc1nnc(CCCCc2ccccc2)o1)NCc1cc(F)ccc1F,3,4,0.4,4,4,-2,-4,1,1
Cc1ccc(N2C(=O)C3C4C=CC(CNC(=S)Nc5ccc(F)cc5)(O4)C3C2=O)cc1 (configuration not stated),8,0,-0.6,0,-28,2,4,-41,4

# Single records, from the list above:
# Entry for O=C(Nc1cccc2ccccc12)C1CCN(C(=O)NCc2ccccc2)CC1 → VLA-4 inh = -6; HCV core dimer = 0; PP5 primary = 1.0; GRK2 inh = 4; procasp3 activ = 0; PP1 inh = -9; JMJD2C inh = i; proCasp7 act = -4; CTSL1 counter = 1
# Entry for COc1ccc(S(=O)(=O)Nc2ccc3c(c2)C(=O)N([C@@H](C)CO)C[C@H](C)[C@H](CN(C)CC2CC2)O3)cc1 → VLA-4 inh = 16; HCV core dimer = /; PP5 primary = /; GRK2 inh = 0; procasp3 activ = 4; PP1 inh = /; JMJD2C inh = /; proCasp7 act = 3; CTSL1 counter = /

# (listing goes on)
SMILES,VLA-4 inh,HCV core dimer,PP5 primary,GRK2 inh,procasp3 activ,PP1 inh,JMJD2C inh,proCasp7 act,CTSL1 counter
Cc1cnc(C(=O)Nc2nnc(SCc3c(Cl)cccc3Cl)s2)cn1,-2,2,2.3,0,1,14,-10,2,6
COC(=O)c1cc(-c2c(C)oc3cc(OC(C)C)ccc3c2=O)c(C)o1,-5,2,2.8,2,2,0,-3,0,0
Cc1cc(OCC(=O)N2CCCCCC2)ccc1[N+](=O)[O-],2,-10,2.1,0,7,1,-5,0,-6
Cc1c(NS(=O)(=O)c2cc(C(=O)NCc3cccnc3)cc(Cl)c2Cl)c(=O)n(-c2ccccc2)n1C,-4,2,1.8,0,-11,3,-17,0,6
O=C(CCCc1c[nH]c2ccccc12)Nc1ccc(S(=O)(=O)Nc2ncccn2)cc1,0,-1,-3.1,2,8,-7,9,-5,-3
O=C1CCc2cc(S(=O)(=O)Nc3ccccc3)cc3c2N1CCC3,-1,-3,-0.3,0,1,-2,-25,6,1
